PGC1a acetyl inh: inhibitors of PGC1a acetylation signal, primary screen, cell-based, U2OS, AlphaScreen, inhibitor mode; AlphaScreen anti-acetyl-lysine; with virally co-expressed GCN5 acetyltransferase; inhibition, % at 15.6 µM; 350,000 compounds, 0.17% hits; AID 651687, 2012;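 active = every replicate shows inhibition of at least 40%; inconclusive = mean inhibition at least 40% but some replicate below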;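 also: 0% = neutral control wells and 100% = positive control wells; some results beyond the cut were filed as inactive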
LGR2 antag: inhibitors of bursicon-induced LGR2 CRE-luciferase signal, primary screen, cell-based, HEK293, CRE-luciferase reporter, bursicon stimulation; Drosophila bursicon receptor LGR2 (rickets); bursicon-stimulated, 4 h; inhibition, % at 9.99 µM; 380,000 compounds, 0.35% hits; AID 720647, 2013;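 active = drop in luminescence signal, shown as inhibition above about 50% in the replicate tests, limit read from the data, passing the limit was not always enough; inconclusive = probably only some replicates passing the limit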;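 also: agonist challenge used bursicon conditioned medium at about half maximal strength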
INS-1E GSIS act: GLuc luminescence reporter in INS-1E cells, primary screen for activators of glucose-dependent secretion of insulin; AID 743287, 2014; INS-1E GLuc reporter insulin secretion, 2-3 h; 370,000 compounds, 0.61% hits; activation, % at 16.6 µM;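 active = lowest replicate activation of at least 40%, so every replicate reaches that level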;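 also: 0% = median of neutral control wells and 100% = median of IBMX positive control wells; some compounds called inactive have numbers as strong as hits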
PAX8 inh HTS: inhibitors of PAX8-driven TPO luciferase reporter, primary screen, RMG-I cells, single concentration | SteadyGlo, 24 h | inhibition, % at 12.6 µM | 360,000 compounds, 1.2% hits | AID 652154, 2013;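 active = mean replicate inhibition at least 60% with every replicate also reaching 60%; inconclusive = only one of the two criteria is met; inactive = mean below 60% and not all replicates reaching 60%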;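 also: luciferase light reporting Pax8 driven TPO promoter activity; plate controls were median of neutral control wells for no effect and mitoxantrone controls for full effect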
ARNT TACC3 PPI: disruptors of ARNT/TACC3 protein interaction, primary screen, biochemical, AlphaScreen, single concentration; inhibition, % at 9.99 µM; 390,000 compounds, 0.66% hits; AlphaScreen His-ARNT PAS-B/GST-TACC3 binding, luminescence; TACC3 fragment carries E629A point mutation; Transforming acidic coiled-coil-containing protein 3 (Homo sapiens), Q9Y6A5;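 active = mean inhibition of replicates at least 50% and at least half of replicates each reaching 50%; inconclusive = half or more replicates reach 50% but mean below 50%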;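 also: 0% = complete ARNT plus TACC3 wells and 100% = ARNT alone without TACC3; many hits fall short of the cut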
Cneo AK release: Cryptococcus neoformans cell lysis inducers, primary screen, AK release luminescence, single concentration. C. neoformans lysis, adenylate kinase release luminescence, 4 h; normalised: neutral wells 0, clomiphene wells 100. lysis activity, % at 15 µM. 360,000 compounds, 0.2% hits;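 active = mean lysis activity across replicates of at least 80%, whatever share of replicates individually reach that level; inactive = mean lysis activity below 80%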
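Material: C. neoformans cells | Amount: Yeast cell density of 5 × 10^6 cells/mL | Medium: Fresh YPD growth medium | Dosing: Single dose | Times: Static 4 h at 37 °C with compound, 1 h detection | Detection: AK luminescence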
PglD DTNB: C. jejuni PglD acetyltransferase inhibitors, primary screen, biochemical, DTNB colorimetric, single point; purified PglD enzyme, DTNB colorimetric CoA detection; AID 602405, 2012; 360,000 compounds, 0.098% hits; UDP-N-acetylbacillosamine N-acetyltransferase PglD (Campylobacter jejuni); inhibition, % at 12.5 µM; in the data active = inhibition above about 16%, passing the limit was not always enough; inconclusive = no clear call, values can overlap the other calls; also: strong numbers were not always called active
Statin myotox sup: suppressors of statin myotoxicity in C2C12 myotubes, primary screen, cell-based, single point, plate reader | C2C12 myotubes + simvastatin, ATP luminescence, 48 h; scaled: DMSO 0, geranylgeraniol control 100 | AID 602340, 2012 | 330,000 compounds, 0.78% hits | rescue of ATP level, % at 7.49 µM;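 active = mean ATP rescue above about 67%, or every replicate alone reaching that limit, limit read from the data, passing the limit was not always enough; inconclusive = no clear call, values can overlap the other calls; inactive = mean under the limit and some replicate under it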;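 also: myotubes were challenged with 10 µM simvastatin during compound exposure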
Starred values were filed as active, the others as inactive; ? = inconclusive; · = not tested or not shown; & = joins results of further samples.

SMILES	PGC1a acetyl inh	LGR2 antag	INS-1E GSIS act	PAX8 inh HTS	ARNT TACC3 PPI	Cneo AK release	PglD DTNB	Statin myotox sup
CNC[C@@H]1Oc2ncc(-c3ccccc3F)cc2C(=O)N([C@H](C)CO)C[C@@H]1C	-6	-2	17	-24	3	2	1	4
CC(C(=O)c1ccc(Br)cc1)[n+]1cccc(NC(=O)c2ccccc2)c1 (configuration not stated)	·	14	19	12	30	·	·	·
COC(=O)[C@H](Cc1ccccc1)NC(=O)c1cc(COc2c(F)cccc2F)on1	-18	-39	3	-145	2	-3	5	-5
CCOc1ccccc1N(CC(=O)NCC1CCCO1)C(=O)CNS(=O)(=O)c1ccccc1 (configuration not stated)	3	14	22	-6	19	·	·	·
CN1CCN(S(=O)(=O)c2cccc(C(=O)N(C)CC(=O)Nc3ccc(F)c(F)c3F)c2)CC1	·	12	35	-19	-1	·	·	·
COc1cccc(NC(=O)CN(C)C(=O)CSCc2nc3scc(-c4cccs4)c3c(=O)[nH]2)c1	-17	-1	-21	-13	5	-1	0	7
CC(=O)Nc1ccc(S(=O)(=O)N2CCC(NC(=O)c3ccco3)CC2)cc1	1	·	·	-5	3	1	-3	·
CC(C)CN1C(=O)CC(Sc2ccccc2C(=O)O)C1=O (configuration not stated)	0	3	18	·	-5	-1	-8	-8
CCCCn1c2ccccc2c2cc(CC(N)=O)ccc21	·	-11	-2	32	-1	·	·	·
Cc1nn(C(=O)N(C)C)c(C)c1CN1C(=O)c2ccccc2C1=O	9	0	-2	4	3	-2	8	28
CSc1nsc(SC)c1NC(=O)OCC1CCCO1 (configuration not stated)	-13	·	3	·	-4	-1	1	-2
O=C(COC(=O)/C=C/c1ccco1)NCCc1ccccc1	-2	15	-21	5	-4	·	·	·
CC1=C(C#N)C2C(/C1=N/O)C2(C)C (configuration not stated)	7	·	·	·	0	2	-1	7
C[C@@H](NC(=O)C[C@@H]1CC[C@@H]2[C@@H](COc3ccc(NS(=O)(=O)c4ccc(Cl)cc4)cc3C(=O)N2C)O1)c1ccccc1	-3	15	-15	3	-7	-2	-3	15
O=C(CN1C(=O)NC2(CCCC2)C1=O)NNC(=O)c1ccc(Br)cc1	3	-14	3	-4	·	1	-3	-3
C[C@@H]1CCCCO[C@H](CN(C)C(=O)c2ccncc2)[C@@H](C)CN([C@H](C)CO)C(=O)c2cc(NC(=O)CCCN(C)C)ccc2O1	-1	-19	9	-16	-9	0	-3	32
CC(C)NC(=O)N1[C@H](CO)[C@@H]2c3ccccc3N(C(=O)Nc3ccccc3)C[C@@H]21	-6	5	-1	-37	25	-1	4	5
C[C@@H]1CN([C@@H](C)CO)C(=O)c2cc(C#CC(C)(C)O)cnc2O[C@H]1CN(C)C(=O)CN(C)C	5	-4	-11	·	-4	0	3	-9
Cc1ccc(S(=O)(=O)/C(C#N)=C/c2c(N3CCC(C(N)=O)CC3)nc3ccccn3c2=O)cc1	-10	·	·	·	9	0	1	3
COc1ccc(CN(C)C2c3ccccc3-c3ccccc32)cc1	·	-4	14	7	-2	·	·	·
CCCC(=O)Nc1ccc2c(c1)C(=O)N(C)C[C@H](OC)[C@@H](C)CN(C(C)=O)[C@H](C)CO2	7	-3	-1	·	-8	43	0	-5
Cc1ccccc1-c1cccc([C@@H]2C[C@H]3[C@H](CON3C)CN2Cc2ccccc2)c1	-13	37	-10	-17	2	0	-218	8
COc1ccc(C)cc1-n1nnnc1SC(C)C(=O)NC1CCCC1 (configuration not stated)	-3	13	7	-7	-2	0	4	-2
CS(=O)(=O)N1[C@@H]2c3ccc(C4=CCCCC4)c(=O)n3C[C@@H]2[C@@H](CO)[C@@H]1C(=O)NCc1ccncc1	·	0	11	0	-8	-2	-1	-8
COc1ccc(C/C(C)=N/NC(=S)Nc2ccccc2F)cc1	-5	-33	4	-215	0	·	·	·

The last 3 entries of the part before open the next one.
SMILES	PGC1a acetyl inh	LGR2 antag	INS-1E GSIS act	PAX8 inh HTS	ARNT TACC3 PPI	Cneo AK release	PglD DTNB	Statin myotox sup
COc1ccc(C)cc1-n1nnnc1SC(C)C(=O)NC1CCCC1 (configuration not stated)	-3	13	7	-7	-2	0	4	-2
CS(=O)(=O)N1[C@@H]2c3ccc(C4=CCCCC4)c(=O)n3C[C@@H]2[C@@H](CO)[C@@H]1C(=O)NCc1ccncc1	·	0	11	0	-8	-2	-1	-8
COc1ccc(C/C(C)=N/NC(=S)Nc2ccccc2F)cc1	-5	-33	4	-215	0	·	·	·
COc1ccc(-c2nc(CS(=O)CC(=O)NCc3ccc(Cl)cc3)c(C)o2)cc1 (configuration not stated)	-10	-16	-20	7	-3	2	1	11
CC(=O)Nc1ccc(CN2C(=O)C(CCc3ccccc3)ON=C2c2cnccn2)cc1 (configuration not stated)	·	-24	1	-55	·	-1	-2	-20
Cc1ccc(NCC(=O)Nc2c(C)n(C)n(-c3ccccc3)c2=O)cc1S(=O)(=O)N(C)C	1	5	3	14	-6	-2	-1	-1
CCOC(=O)C1CCCN(C2CC(=O)N(c3cccc(C(F)(F)F)c3)C2=O)C1 (configuration not stated)	-15	·	·	6	-8	1	2	-7
Cc1onc(-c2ccccc2Cl)c1C(=O)Nc1ccc(Cl)cn1	·	-9	12	-19	-7	·	·	·
CC(C)[C@H](NC(=O)c1ccc(Cl)c([N+](=O)[O-])c1)C(=O)NCc1ccc(F)cc1	-8	4	-22	11	-3	1	-3	·
C[C@H](CO)N1C[C@H](C)[C@@H](CN(C)C(=O)Nc2ccc3c(c2)OCO3)Oc2c(NS(=O)(=O)c3ccc(F)cc3)cccc2C1=O	11&6	-2&-15	6	4&-19	14	-2	3	-2
CC(C)C1CC(C(F)(F)F)n2nc(C(=O)O)cc2N1 (configuration not stated)	·	-27	3	-9	-1	·	·	·
COc1ccc(CN(C)C[C@@H]2OCCCC[C@@H](C)Oc3ccc(NS(=O)(=O)c4cccs4)cc3C(=O)N([C@H](C)CO)C[C@@H]2C)cc1	11	-4	-2	-14	-7	-1	-1	·
Fc1ccccc1N1CCN(Cc2cnc(Cl)s2)CC1	-17	-23	8	-13	1	-1	1	2
C[C@@H]1CCCCO[C@H](CN(C)S(C)(=O)=O)[C@H](C)CN([C@@H](C)CO)C(=O)c2cc(NS(=O)(=O)c3cn(C)cn3)ccc2O1	-6	5	-6	·	2	1	1	·
Cc1ccc(S(=O)(=O)Nc2nc3ccccc3nc2NCc2ccco2)cc1C	-2	·	·	·	0	-3	-1	-13
Cc1ccc(CNC(=O)CSc2c3c(nc4cc(Cl)ccc24)CCCC3)o1	3	·	·	5	2	3	1	-3
CC1(C)CC(=O)C=C(C(=O)NC2CCCc3c2cnn3-c2cc(F)cc(F)c2)O1 (configuration not stated)	·	-1	-20	1	·	0	2	3
COc1ccc(S(=O)(=O)Nc2ccc3c(c2)C(=O)N([C@H](C)CO)C[C@@H](C)[C@H](CN(C)C(=O)Nc2ccc(F)cc2)O3)cc1	-1	16	5	18	4	-5	-2	-16
O=c1c2oc3ccccc3c2ncn1Cc1cccc(Cl)c1	6	-17	-6	18	20	1	-2	6
COc1cc(/C=N/Nc2ccc(F)cc2F)cc(OC)c1O	·	4	-8	2	3	·	·	·
Cc1cc(C(F)(F)F)nn1-c1nc(-c2ccco2)cc(C(F)(F)F)n1	4	·	19	·	-7	0	2	-1
Cc1ccc(CNC(=O)COC(=O)c2cc3c(s2)CCC(C)C3)cc1 (configuration not stated)	·	-14	-21	-20	-8	·	·	·
CC(C)CCCC(C)NC(=O)c1cc(S(=O)(=O)N2CCCCC2)ccc1N1CCOCC1 (configuration not stated)	-2	27	·	9	-3	-1	-19	-23
CN(C)CCN(Cc1ccccc1)c1ccnc(N(C)C)c1C#N	-5	·	·	·	-2	0	-13	-1
CSc1ccccc1COC(=O)Nc1ccccc1C	19	-36	16	-19	3	·	·	4
COCC(C)n1c(C)cc(C(=O)COC(=O)c2oc3ccccc3c2C)c1C (configuration not stated)	-6	·	·	·	-3	-1	-2	73*
O=c1c2c(-c3cccs3)csc2ncn1-n1cccc1	4	-5	22	·	3	·	·	·
CN(C)S(=O)(=O)c1ccc(Cl)c(NC(=O)COC(=O)CCC(=O)c2cccs2)c1	-5	-8	8	45	8	-2	-5	-6

Record cards, as listed above. Order of screens: PGC1a acetyl inh | LGR2 antag | INS-1E GSIS act | PAX8 inh HTS | ARNT TACC3 PPI | Cneo AK release | PglD DTNB | Statin myotox sup
COc1cc(/C=N/Nc2ccc(F)cc2F)cc(OC)c1O is entered as · | 4 | -8 | 2 | 3 | · | · | ·
CSc1ccccc1COC(=O)Nc1ccccc1C is entered as 19 | -36 | 16 | -19 | 3 | · | · | 4

Other results.
SMILES	PGC1a acetyl inh	LGR2 antag	INS-1E GSIS act	PAX8 inh HTS	ARNT TACC3 PPI	Cneo AK release	PglD DTNB	Statin myotox sup
O=C(COC(=O)c1ccc(O)cc1)Nc1cccc(S(=O)(=O)NC2=NCCC2)c1	3	-4	20	3	2	0	-5	12
COc1cccc(-c2ccc(NC(=O)C3CCCN(CCCn4cccn4)C3)cc2)c1 (configuration not stated)	-1	4	-24	-11	4	-2	-1	9
CC(C)(C)c1nc(NC(=O)Nc2ccccc2)sc1Br	·	2	8	-4	-10	·	·	·
O=c1[nH]c2c(c(=O)n1Cc1ccccc1)CCC2	1	·	·	·	0	-2	4	·
CC1CCCCN1C(=S)NC(=O)c1ccco1 (configuration not stated)	2	-7	-3	1	1	3	3	5
Cc1nn(-c2ccccc2)c(Cl)c1C(=O)NCCCCNC(=O)c1c(C)nn(-c2ccccc2)c1Cl	-2	·	·	·	-4	1	2	-17
CC(C)OCCCNC1=C(Cl)C(=O)c2ccccc2C1=O	2	-37	-15	-122	·	-4	4	·
CCn1c(=O)n(CC)c2cc(S(=O)(=O)N3CCCCC3)c(C)cc21	-21	-6	-3	·	-5	1	2	?
CCCc1nnc(NC(=O)CCC(=O)NC2CC2)s1	2	3	4	-18	3	5	-4	2
CN1C(=O)c2cc(NC(=O)c3ccc4c(c3)OCO4)ccc2OC[C@@H]2O[C@@H](CC(=O)O)CC[C@@H]21	1	6	10	-11	·	-7	1	-15
O=C(Cn1cc(C(F)(F)F)ccc1=O)Nc1ccc2c(c1)OCCO2	-9	-7	6	-5	2	0	5	-1
Cc1ccc(S(=O)(=O)N(C)C[C@@H]2OCCCC[C@@H](C)Oc3ccc(NS(=O)(=O)c4cccs4)cc3C(=O)N([C@@H](C)CO)C[C@@H]2C)cc1	-4	-9	12	25	-1	-1	8	·
COc1ccc(-c2cnc3c(c2)C(=O)N([C@H](C)CO)C[C@H](C)[C@@H](CN(C)S(=O)(=O)c2ccc(OC)cc2)O3)cc1	2	-6	-33	·	·	·	·	41
COc1ccccc1NC(=O)N[C@H]1CC[C@H](CCNC(=O)Cc2ccccn2)O[C@H]1CO	-5	-5	-8	-1	4	5	3	5
O=C(CSc1nnc2ccccn12)c1ccccc1	3	-32	-4	-65	-9	0	·	-7
CS/C(N)=N/N=C/c1ccc([N+](=O)[O-])cc1	1	·	·	-103	-5	-2	3	-1
COc1cccc(CN(C)C(=O)CN2C(=O)NC3(CCCc4ccccc43)C2=O)c1 (configuration not stated)	-4	-5	-3	-1	1	-1	-5	5
